# Compound activity deposited in PubChem BioAssay by National Center for Advancing Translational Sciences (NCATS).
# HCV inhibitor = HCV inhibition; Huh7.5.1 HCVcc-Cre infection, luciferase reporter, 44 h; Potency, µM (top dose mostly 41.8 µM), for inactives: at the highest dose activity change, negative = inhibition, hits mostly inhibitors; 340,000 compounds, 3.4% hits; AID 651820; further: potency means the concentration at half of the fitted maximal effect
#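 Cells seeded at 1,000/well and cultured 4 h, then compounds added followed by HCVcc-Cre virus (~0.5 moi). After 44 h further culture, luciferase substrate was added, plates held 15 min at room temperature, and luminescence read for 15 sec.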
# TbPYK inhibitor = blocks Trypanosoma brucei pyruvate kinase; TbPYK enzyme, Kinase-Glo Plus ATP luminescence, 45 min; 410,000 compounds, 0.12% hits; Potency, µM (series often up to 76.8 µM), inactives show at the top dose activity, negative = inhibition, most hits filed as inhibitors; further: potency means the concentration at half of the fitted maximal effect; nearly all actives have a fitted effect of over 50% in size
#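 Assay buffer: 50 mM TEA pH 7.2, 100 mM KCl, 10 mM MgCl2, 0.05% BSA, 0.01% Tween-20. Pyruvate kinase from T. brucei plus substrate met compound, then ADP (130 uM final). Luminescence was read post 45 min RT.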
# AmpC detergent = blocks E. coli AmpC beta-lactamase in detergent assay; P00811; 370,000 compounds, 0.041% hits; AmpC hydrolysis of nitrocefin, absorbance 480 nm, 0.01% Triton; Potency, µM (top dose mostly 114 µM), inactives show at the highest dose activity change, negative = inhibition, hits mostly inhibitors;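 further: potency means the concentration at half of the fitted maximal effect; 0% = no-compound wells and -100% = no-enzyme wells; nearly all actives have a fitted effect of over 25% in size; some results filed as inactive show a strong effect at the top dose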
# Target sequence (P00811 whole entry, looked up): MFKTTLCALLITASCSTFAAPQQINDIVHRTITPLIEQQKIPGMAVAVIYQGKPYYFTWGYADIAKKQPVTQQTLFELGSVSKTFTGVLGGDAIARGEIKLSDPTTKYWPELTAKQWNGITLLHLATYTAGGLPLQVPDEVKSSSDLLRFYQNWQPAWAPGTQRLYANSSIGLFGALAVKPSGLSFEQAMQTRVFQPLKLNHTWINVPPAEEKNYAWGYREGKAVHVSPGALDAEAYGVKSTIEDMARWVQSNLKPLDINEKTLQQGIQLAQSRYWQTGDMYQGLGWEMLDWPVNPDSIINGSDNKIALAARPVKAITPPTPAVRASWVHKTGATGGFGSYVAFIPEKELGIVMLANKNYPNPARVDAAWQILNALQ
#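 20 mM phosphate pH 7.0 + 0.01% (detergent screen) or 0.0001% Triton X-100; 5.3 nM AmpC reagent; cpd preinc 15 min RT; nitrocefin (800 uM stock) to start; A480 q20 s × 4 min; Activity was normalised to no-enzyme and no-compound control wells.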
# AmpC no deterg = AmpC beta-lactamase inhibition without detergent; P00811; AmpC nitrocefin hydrolysis, absorbance 480 nm, 0.0001% Triton; Potency, µM (highest dose often 57.1 µM), without a hit: top-dose activity change, negative = inhibition, hits mostly inhibitors; 330,000 compounds, 0.52% hits;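 further: potency means the concentration at half of the fitted maximal effect; plate controls were no compound for no effect and no enzyme for full effect; nearly all actives have a fitted effect of over 20% in size; some results filed as inactive show a strong effect at the top dose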
#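 20 mM phosphate pH 7.0 + 0.01% (detergent screen) or 0.0001% Triton X-100; 5.3 nM AmpC reagent; cpd preinc 15 min RT; nitrocefin (800 uM stock) to start; A480 q20 s × 4 min; Activity was normalised to no-enzyme and no-compound control wells.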
# HCMV antiviral = inhibitors of human cytomegalovirus; AID 1259415; 410,000 compounds, 4.5% hits; activity change, negative = inhibition, % at 57.5 µM; HFF cells, HCMV-luciferase reporter, 72 h; stronger effect = lower value; in the data active means activity change below about -60%; inconclusive means no clear call, values can overlap the other calls; inactive means above about -39%
#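 Two compound doses tested in HFFs infected with HCMV-luciferase, MOI 1 PFU/cell, 72 h at 37C. Lysate luminescence read with OneGlo; data normalized against buffer-only and 10uM Salinomycin inhibitor controls.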
# AMA1 RON2 block = AMA1-RON2 (P. falciparum) interaction inhibition. AlphaScreen AMA1-biotinylated RON2 peptide binding. Potency, µM (titrated, usually from 58.2 µM), for the others: top-dose activity change, negative = inhibition, most hits filed as inhibitors. 360,000 compounds, 0.2% hits. AID 720542;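 further: potency means the concentration at half of the fitted maximal effect; 0% = vehicle wells and -100% = peptide control; nearly all actives have a fitted effect of over 45% in size; some results filed as inactive show a strong effect at the top dose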
#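 AMA1 (3D7) with his tag at 25 nM final met compounds first, then biotinylated RON2 peptide at 25 nM; detection used donor plus acceptor beads, 10 µg/mL apiece, read by AlphaScreen after 30 min at room temperature.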
# LmPK inh = LmPK (Leishmania mexicana) enzyme inhibition; purified LmPK, Kinase-Glo ATP luminescence, 1 h; 290,000 compounds, 0.37% hits; Potency, µM (top dose mostly 57.5 µM), without a hit: at the top dose activity change, negative = inhibition, most hits filed as inhibitors; further: potency means the concentration at half of the fitted maximal effect
# Target sequence (Q27686 whole entry, looked up): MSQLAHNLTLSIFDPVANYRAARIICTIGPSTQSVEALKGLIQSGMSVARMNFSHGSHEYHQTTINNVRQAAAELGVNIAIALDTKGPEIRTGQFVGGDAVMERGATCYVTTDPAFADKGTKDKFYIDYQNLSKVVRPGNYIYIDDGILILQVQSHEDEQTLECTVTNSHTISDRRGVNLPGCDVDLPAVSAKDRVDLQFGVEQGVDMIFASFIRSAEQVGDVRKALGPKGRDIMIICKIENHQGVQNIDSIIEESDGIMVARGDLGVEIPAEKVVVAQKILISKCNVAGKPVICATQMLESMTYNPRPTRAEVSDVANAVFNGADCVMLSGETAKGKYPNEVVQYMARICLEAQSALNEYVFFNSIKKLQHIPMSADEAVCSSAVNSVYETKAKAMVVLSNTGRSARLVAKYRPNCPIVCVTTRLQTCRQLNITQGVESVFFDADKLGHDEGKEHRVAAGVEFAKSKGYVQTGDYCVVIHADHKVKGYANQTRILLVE
#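 0.1 nM LmPK, 0.5 mM PEP, 0.1 mM ADP; 50 mM imidazole pH 7.2, 7 mM MgCl2, 50 mM KCl; 1 h RT. Kinase-Glo luminescence readout, normalized to no-enzyme (full inhibition) and uninhibited wells.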
# * = called active by the depositor; ? = inconclusive; / = not tested or not shown; [ ] = dose if it differs, or a comment. Unless noted, the call rests on the fitted dose curve; in most records, active means well fitted curve in the direction sought with a large enough effect; inconclusive means small, poorly fitted or top-dose-only effect, or another doubt; inactive means no such curve, though single readings can be large; an effect the other way counts as inactive or inconclusive. Unless noted, on the % scale 0 is the no-effect control and ±100 the full control effect.
# Every second line gives: HCV inhibitor	TbPYK inhibitor	AmpC detergent	AmpC no deterg	HCMV antiviral	AMA1 RON2 block	LmPK inh
COc1ccc(N2CCN(C(=O)c3oc4c(c3C)C(=O)CCC4)CC2)cc1
  5%	-4%	-1%	10%	-36	-24%	-5%
Cc1ccc(CNC(=O)c2ccc(CSCc3c(F)cccc3Cl)o2)cc1
  /	-5%	7%	/	-6	/	/
O=C(CCNS(=O)(=O)c1ccccc1C(F)(F)F)N1CCCCCCC1
  6%	-1%	-8%	0%	-18	-4%	/
COC(=O)c1ccc(Cn2nnc3c(=O)[nH]c(C4CCN(S(=O)(=O)c5cc(C)ccc5C)CC4)nc32)cc1
  8%	1%	-11%	-12%	-11	-7%	10%
CCc1cccc(NC(=O)CCc2nc3sc4c(c3c(=O)[nH]2)CCCC4)c1
  -1%	0%	?	-51%	-8	5%	/
CCOc1ccc(CSC(=N)N)cc1[N+](=O)[O-]
  ?	-5%	-9%	-15%	-37	7%	5%
Cc1oc(-c2cccc(Cl)c2)nc1CN1CCC(C(=O)NC(C)C)CC1
  /	2%	-4%	/	9	/	/
CCOC(=O)CSc1snnc1-c1ccccc1
  7%	1%	3%	-30%	6	5%	4%
Nc1c(C(=O)Nc2ccccc2)nnn1Cc1ccc(F)cc1Cl
  /	0%	18%	/	12	/	/
O=c1[nH]c(-c2ccccc2)c(-c2ccccc2)nc1[N+](=O)[O-]
  9%	-5%	2%	-30%	-25	-17%	3%
CCOC(=O)N1CCN(C(=O)CSc2nc3c([nH]c4ccccc43)c(=O)n2CCOC)CC1
  -23%	-16%	-15%	137%	147	-3%	-7%
CCOCC(=O)NC1CCSC1=O (stereo not drawn)
  11%	-15%	?	-6%	?	12%	1%
CCC(C)c1ccc(S(=O)(=O)N2CCN(C(=O)CN3C(=O)NC(C)(C4CC4)C3=O)CC2)cc1 (stereo not drawn)
  /	1%	/	/	-28	5%	/
CCN(c1cccc(C)c1)S(=O)(=O)c1ccc2c(c1)NC(=O)CS2
  0%	6%	6%	-30%	0	0%	-3%
COc1ccc(NC(=O)c2cc(=O)[nH]c3ccccc23)cc1
  3%	2%	-5%	0%	-17	-2%	0%
CCOC(=O)CCCN1CC(O)=C(c2nc(-c3ccc(Cl)cc3)cs2)C1=N
  14%	0%	5%	-7%	-4	9%	-2%
Cc1sc(NC(=O)CCl)c(C(=O)c2ccccc2)c1C
  ?	-17%	3%	-1%	-23	-10%	6%
Cc1ccc2c(c1)C(=O)C(=O)N2c1ccc(C(F)(F)F)cc1
  -14%	0%	/	-25%	-25	-24%	/
CCCCn1nnnc1C(c1cc2ccccc2o1)N1CCN(CC(=O)N2CCCC2)CC1 (stereo not drawn)
  /	-2%	/	/	12	3%	/
Cc1cc(O)c(C(=O)/C=C/c2ccc(Cl)cc2)c(=O)o1
  -7%	6%	-1%	25µM*	101	58%[activator]	4%
N#CCCn1cc(C(CC(=O)c2ccc(Br)cc2)C(=O)O)c2ccccc21 (stereo not drawn)
  13%	-8%	-1%	-45%	/	10%	11%
CC(=O)c1cccc(NC(=O)CCCOc2ccc(C)cc2)c1
  4%	-17%	-9%	-25%	?	-6%	1%
CC[C@]12c3[nH]c4cc(-c5ccco5)ccc4c3CCN1C(=O)[C@@H](CC(=O)NC/C=C(\C)CCC=C(C)C)C[C@@H]2C(=O)N1CCN(C(=O)C2CC2)CC1
  16µM*	0%	/	148%[activator]	-16	-28%	/
Cc1ccc(C)c(OCCn2cc(C(=O)c3cccs3)c3ccccc32)c1
  /	-4%	26%	/	-23	/	/
CC(C)N1CCc2c(sc(NC(=O)c3cc(-c4cccs4)nc4ccccc34)c2C(N)=O)C1
  10µM*	-2%	-8%	245%[activator]	/	7%	-4%
CC(Cc1cccs1)NC(=O)Nc1cccc(Cl)c1 (stereo not drawn)
  -17%	-1%	0%	?	12	5%	9%
COc1ccc(/C=N/N2CCN(C3c4ccccc4-c4ccccc43)CC2)cc1OC
  ?	-4%	5%	-7%	-33	0%[2.32 µM]	4%
CCOc1ccc2nc(N3CCCC(C(=O)NCCCN4CCOCC4)C3)sc2c1 (stereo not drawn)
  -8%	-4%	?	3.2µM*	117	-3%	1%
Cc1cc(NC(=O)C2Oc3ccccc3OC2C)no1 (stereo not drawn)
  -6%	1%	-5%	1%	44	-14%	0%
CCN(CC)C(=O)CN(C#N)c1nc(NC(C)C)nc(NC(C)C)n1
  13%	/	-4%	-7%	5	10%	4%
Cc1ccc(S(=O)(=O)NCC(=O)OCC(=O)N2N=C(c3ccc(Cl)cc3)CC2c2ccco2)cc1C (stereo not drawn)
  3%	?	-7%	-16%	13	-12%	3%
Cc1ccc(Nc2nc(-c3ccc(S(=O)(=O)N4CCOCC4)cc3)cs2)cc1Cl
  9%	-8%	-8%	-12%	-74*	-20%	2%
OC(CSc1ccccc1Cl)CN1CCN(c2ccccc2F)CC1 (stereo not drawn)
  ?	-1%	1%	?	36	-5%	2%
NNC(=O)c1c[nH]c2ccc(OCc3ccccc3)cc12
  7%	2%	/	/	-31	17%	/
CC(SCC(=O)Nc1ccc(S(=O)(=O)N2CCCCC2)cc1)C(=O)O (stereo not drawn)
  3%	-9%	-14%	-22%	11	0%	-4%
COc1cc(C)c(CNc2cc(C)cc(C)c2)cc1C
  -9%	-6%	3%	-10%	4	-17%	-1%
CCc1cc(=O)[nH]c(SCc2nc(-c3cccc(Cl)c3)no2)n1
  /	-6%	12%	/	-31	/	/
CC(C)CN(C(=O)CN(C)C(=O)Cc1ccc(Cl)cc1)c1c(N)n(CC(C)C)c(=O)[nH]c1=O
  -10%	-12%	?	-22%	-32	7%	/
COc1cccc(NC(=O)CSc2nn3c(=O)c(C)nnc3s2)c1
  -5%	4%	5%	-9%	-21	21%	-1%
CN(c1ccc(C(=O)O)cc1)S(=O)(=O)c1ccc(Cl)cc1
  -11%	2%	?	-14%	14	10%	-5%
CCOc1cc(-c2cc(-c3ccc(C)cc3)nc(N)c2C#N)ccc1O
  25µM*	-8%	0%	-28%	13	-3%	-5%
CCCCOC(=O)Nc1cccc(C(=O)OCC)c1
  -9%	1%	3%	-18%	45	3%	-3%
Cc1nn(Cc2ccccc2)c(=O)n1N(C)c1ncc(C(F)(F)F)cc1Cl
  10%	0%	5%	72%[activator]	-25	3%	7%
COc1ccc(OC)c(NC(=O)C2CCCCC2C(=O)O)c1 (stereo not drawn)
  1%	-4%	-6%	-8%	6	-3%	2%
O=C(COC(=O)c1cc(-c2cccnc2)nc2ccccc12)Nc1ccc(F)cc1F
  -7%	3%	?	10%	104	-8%	1%
O=c1c(-c2ccco2)[n+]([O-])c2ccccc2n1OCc1ccccc1
  -22%	-1%	-3%	-32%	-17	15%	-2%
CCCCN(CC)CCCNC(=O)c1nn(C)c2c1CSc1ccccc1-2
  /	-1%	19%	/	-33	/	/
CC(C)c1csc(CN2CCCC(CCC(=O)NCc3ccccc3F)C2)n1 (stereo not drawn)
  ?	-2%	-1%	70%[activator]	-30	-2%	1%
CCCCCCCCNc1ncnc2[nH]ncc12
  11µM*	0%	/	/	-76*	21%	/
Cc1ccc(C)c(NC(=O)Cn2nc(C)c3nn(-c4ccc(Cl)cc4)c(C)c3c2=O)c1
  /	3%	11%	/	2	/	/
COc1ccc(-c2cc(C(=O)N3CCN(c4ncccn4)CC3)c3ccccc3n2)cc1
  ?	-10%	3%	-4%	23	2%	/
Cc1cccc(Oc2c(C=O)c3ccccc3n2C)c1
  -18%	2%	-14%	-19%	4	36%[activator]	-1%
CCCCNC(=O)C1CCCN(S(=O)(=O)c2ccc(-n3cnnn3)cc2)C1 (stereo not drawn)
  9%	3%	?	-9%	5	3%	5%
CCOC(=O)c1c(C)[nH]c(C(=O)OCC(=O)NCc2ccco2)c1C
  /	1%	/	/	-33	-11%	/
CN1C(=O)C(C)(C)c2cc(S(=O)(=O)NCC3CCC(C(=O)NCc4ccc(F)cc4)CC3)ccc21 (stereo not drawn)
  -22%	-1%	1%	89%[activator]	16	-5%	7%
CCOc1ccc2nc(N3CCCC(C(=O)NCc4ccccc4OC)C3)sc2c1 (stereo not drawn)
  /	3%	-11%	/	24	/	/
Cc1ccc(NC(=O)c2cc(S(=O)(=O)N3CCOCC3)cn2C)c(C)c1
  17%	1%	?	-4%	1	-1%	-1%
CCOC(=O)N1CCN(C(=O)COc2ccc([N+](=O)[O-])cc2)CC1
  1%	-9%	?	-1%	-19	-15%	1%
O=C(C1=NN[C@@H]2C(=O)N(c3cccc(C(F)(F)F)c3)C(=O)[C@H]12)C(c1ccccc1)c1ccccc1
  24%	0%	-4%	-40%	20	-1%[11.6 µM]	-1%
CCCCN(C(=O)Nc1ccccc1)C1CCS(=O)(=O)C1 (stereo not drawn)
  5%	1%	-4%	-4%	-32	-1%	/

# The results go on.
# Every second line gives: HCV inhibitor	TbPYK inhibitor	AmpC detergent	AmpC no deterg	HCMV antiviral	AMA1 RON2 block	LmPK inh
O=C(Cn1c(COc2ccccc2)nc2ccccc21)Nc1cc(Cl)c(Cl)cc1Cl
  /	/	2%	-10%	/	/	2%
CCn1cc(CN2CCC(C(=O)Nc3cccc(-c4cccc(F)c4)c3)CC2)cn1
  8.9µM*	0%	-7%	47%	-63*	0%	-4%
COC(=O)c1c(-c2cccs2)csc1NC(=O)COc1ccccc1
  /	-15%	18%	/	-22	/	/
CCOC(=O)C(Cc1ccccc1)NC(=O)CCc1nnc2ccc(N3CCCCC3)nn12 (stereo not drawn)
  2%	0%	0%	155%[activator]	-18	68%[activator]	-3%
CC(NC(=O)c1cc2c(s1)CCCC2)C(C)(C)C (stereo not drawn)
  6%	-5%	4%	-24%	72	-5%	1%
Cn1cc(C=C2C(=O)NC(=O)NC2=O)c2ccccc21
  -7%	6%	-1%	2%	32	0%	-2%
Cc1ccc(NS(=O)(=O)c2ccc(OCC(=O)NCc3ccco3)cc2)cc1
  6%	-18%	?	-30%	49	-6%	5%

# Record cards (already shown). Screens in order: HCV inhibitor | TbPYK inhibitor | AmpC detergent | AmpC no deterg | HCMV antiviral | AMA1 RON2 block | LmPK inh
# CCOC(=O)C(Cc1ccccc1)NC(=O)CCc1nnc2ccc(N3CCCCC3)nn12 (stereo not drawn) across the screens: 2% | 0% | 0% | 155%[activator] | -18 | 68%[activator] | -3%
# CC(NC(=O)c1cc2c(s1)CCCC2)C(C)(C)C (stereo not drawn) across the screens: 6% | -5% | 4% | -24% | 72 | -5% | 1%

# No enrichment for hits; overall some 7.5% were active at least once.
